GASC-1 inh: blocks human GASC-1 demethylase activity; 330,000 tested, 0.069% active; inhibition, % at 2.35 µM; GST-JMJD2C(1-420) H3K9me3 demethylation, DELFIA europium;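 active = more than half of a compound's replicate wells show inhibition beyond 50%, single wells judged on their own value; inconclusive = some, but no more than half, of replicates pass 50% inhibition; inactive = no replicate passes 50% inhibition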;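 also: signal counts dimethyl H3K9 product captured on neutravidin plate; 0% = median of DMSO wells and 100% = 0.3 times that DMSO median; strong numbers were not always called active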
Target sequence (Q9H3R0 1-420 limits assumed): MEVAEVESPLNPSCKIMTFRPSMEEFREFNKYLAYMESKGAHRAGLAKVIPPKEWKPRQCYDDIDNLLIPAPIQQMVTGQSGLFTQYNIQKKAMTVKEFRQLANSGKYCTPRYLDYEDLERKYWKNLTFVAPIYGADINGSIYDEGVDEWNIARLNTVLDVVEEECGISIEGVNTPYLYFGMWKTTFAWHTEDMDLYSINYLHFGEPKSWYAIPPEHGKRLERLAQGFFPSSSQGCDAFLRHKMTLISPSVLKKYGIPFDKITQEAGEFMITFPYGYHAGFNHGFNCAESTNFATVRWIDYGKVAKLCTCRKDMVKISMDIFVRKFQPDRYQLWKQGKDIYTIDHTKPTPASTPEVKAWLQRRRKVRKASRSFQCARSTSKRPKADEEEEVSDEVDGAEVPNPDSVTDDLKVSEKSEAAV
core dimer inh: blocks dimerization of HCV core protein. TR-FRET GST/Flag-core106 dimerization, 1536-well. inhibition, % at 5 µM. 300,000 tested, 0.33% active. AID 1899;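 active = inhibition above the mean of all tested compounds plus 3 SD, set per screening campaign, cut at about 45% in these data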
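assay system = GST-tagged and Flag-tagged HCV core protein residues 1-106 | controls = unlabelled core106 and no-GST-core106 wells | incubation = compound-protein-antibody incubation 4 h at 22.5 °C | probe or stimulus = Eu donor and XL665 acceptor anti-tag antibodies | read-out = % inhibition based on acceptor/donor emission ratio | signal = TR-FRET 671 and 617 nm emission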
PP5 primary: blocks human protein phosphatase 5 activity; purified PP5c, OMFP substrate fluorescence; inhibition, % at 6.7 µM; 320,000 tested, 0.18% active; P53041;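 active = inhibition above the campaign's mean inhibition across all tested compounds plus 3 SD, cut at about 9.5% in these data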;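 also: 0% = DMSO only and 100% = 100 µM cantharidin control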
Fh CTSL1 inh: blocks F. hepatica cathepsin L1 in PFM18AAP counter-screen | 300,000 tested, 0.49% active | AID 1906 | recombinant F. hepatica cathepsin L1, Z-Leu-Arg-MCA fluorescence | inhibition, % at 5.96 µM;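 active = inhibition above the mean of all tested compounds plus 3 SD, set per screening campaign, cut at about 17% in these data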;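 also: 0% = plate median of test compound wells and 100% = 1 µM Z-Phe-Ala-diazomethylketone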
PP1 inh: PP1-alpha (human) inhibition in PP5 counter-screen; P62136; purified PP1alpha, OMFP fluorescence; inhibition, % at 6.7 µM; 320,000 tested, 0.9% active;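 active = inhibition above the mean inhibition of all tested compounds plus 3 SD, computed separately for each screening campaign, cut at about 15% in these data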
Target sequence (P62136 whole entry, looked up): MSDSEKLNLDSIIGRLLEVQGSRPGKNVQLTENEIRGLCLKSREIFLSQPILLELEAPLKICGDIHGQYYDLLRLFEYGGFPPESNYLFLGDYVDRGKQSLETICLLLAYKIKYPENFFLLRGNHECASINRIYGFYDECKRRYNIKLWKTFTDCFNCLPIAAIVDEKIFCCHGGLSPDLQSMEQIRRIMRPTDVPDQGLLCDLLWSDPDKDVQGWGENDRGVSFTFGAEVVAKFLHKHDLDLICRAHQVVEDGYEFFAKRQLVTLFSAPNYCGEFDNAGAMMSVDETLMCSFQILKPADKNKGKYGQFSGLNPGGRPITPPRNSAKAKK
ZTA DNA inh: blocks Epstein-Barr virus ZTA, an EBNA-1 counter-screen. P03206. ZTA-DNA binding, fluorescence polarization. 320,000 tested, 0.15% active. inhibition, % at 11 µM; in the data active = inhibition above about 33%
Target sequence (P03206 whole entry, looked up): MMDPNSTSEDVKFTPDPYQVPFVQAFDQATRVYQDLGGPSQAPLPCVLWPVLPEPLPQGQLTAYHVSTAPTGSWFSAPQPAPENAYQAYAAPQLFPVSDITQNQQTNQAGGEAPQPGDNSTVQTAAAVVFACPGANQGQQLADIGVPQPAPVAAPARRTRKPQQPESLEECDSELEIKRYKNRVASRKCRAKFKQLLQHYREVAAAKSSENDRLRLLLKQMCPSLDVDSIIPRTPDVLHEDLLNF
Yeast superoxide: caloric restriction mimetics inhibiting age-related superoxide in yeast. S. cerevisiae aged cells, superoxide DHE fluorescence; active compounds read low. superoxide response (% of plate mean), % at 10 µM. 330,000 tested, 0.18% active. AID 2690;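 active = superoxide response under a set limit, about three screen SD below normal, cut at about 65% in these data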;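 also: yeast aged for seven days with compound at 30 °C before DHE staining; 100% = average MFI of all compound-treated wells on the plate with controls excluded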
EBNA-1 inhibitor: blocks EBNA-1 binding to DNA; inhibition, % at 14.8 µM; 300,000 tested, 0.34% active; EBNA-1 DNA binding, fluorescence polarization; in the data active = inhibition above about 28%
TPT1 inh: C. albicans TPT1 enzyme inhibition. recombinant caTPT1, FP RNA substrate dephosphorylation. inhibition, % at 5 µM. 300,000 tested, 0.81% active. AID 1962;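 active = inhibition above the mean of all tested compounds plus 3 SD, set per screening campaign, cut at about 24% in these data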;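 also: plate controls were DMSO alone for no effect and ferristatin control at 100 nM for full effect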
Active calls of the source: *; & = joins results of further samples. The order is random; about 3.1% have a hit in one of these screens.

For COc1ccc(C(C[N+](=O)[O-])c2c(C)cc3ccccn23)cc1 (centres undefined) the results were GASC-1 inh -18, core dimer inh 42, PP5 primary 3.3, Fh CTSL1 inh -1, PP1 inh 14, ZTA DNA inh -6, Yeast superoxide 97, EBNA-1 inhibitor -7 and TPT1 inh 3.
COc1cccc(C(=O)N2CCN(S(=O)(=O)Cc3ccccc3)CC2)c1OC was read as GASC-1 inh -29&16, core dimer inh 4, PP5 primary 1.5, Fh CTSL1 inh -1, PP1 inh -5, ZTA DNA inh -15, Yeast superoxide 108, EBNA-1 inhibitor -8 and TPT1 inh 2.
COc1cccc(Cn2cccc(NC(=O)Nc3ccccc3C)c2=O)c1 was read as GASC-1 inh -1, core dimer inh 1, PP5 primary 0.6, Fh CTSL1 inh 2, PP1 inh -1, ZTA DNA inh 6, Yeast superoxide 106, EBNA-1 inhibitor -5 and TPT1 inh -2.
For COc1ccccc1NC(=S)N(CCc1ccc(OC)c(OC)c1)Cc1ccccn1 the results were GASC-1 inh 14, core dimer inh 0, PP5 primary 2.8, Fh CTSL1 inh 18*, PP1 inh 1, ZTA DNA inh 0, Yeast superoxide 90, EBNA-1 inhibitor 0 and TPT1 inh -2.
For COc1c(C)cc(C(=O)C2CCCN(C(=O)Cn3nc(C)nc3C)C2)cc1C (centres undefined) the results were GASC-1 inh 1, core dimer inh 5, PP5 primary -0.2, Fh CTSL1 inh -3, PP1 inh 3, ZTA DNA inh -1, Yeast superoxide 108, EBNA-1 inhibitor -4 and TPT1 inh -2.
For Nc1nonc1-c1noc(-c2ccccc2Br)n1 the results were GASC-1 inh -3, core dimer inh 2, PP5 primary 0.1, Fh CTSL1 inh -3, PP1 inh 1, ZTA DNA inh -1, Yeast superoxide 96, EBNA-1 inhibitor -1 and TPT1 inh -2.
`COc1ccc(CNc2nc(-c3cccnc3)nn2C(=O)CC(C)C)cc1` gave GASC-1 inh 5, core dimer inh 2, PP5 primary 1.1, Fh CTSL1 inh 2, PP1 inh 1, ZTA DNA inh 12, Yeast superoxide 90, EBNA-1 inhibitor -10 and TPT1 inh 0.
Screening COc1ccc(CNC(=O)CNC(=O)c2c(C)nn(C)c2Cl)cc1 returned GASC-1 inh -10, core dimer inh 2, PP5 primary -0.8, Fh CTSL1 inh -1, PP1 inh -2, ZTA DNA inh -8, Yeast superoxide 106, EBNA-1 inhibitor -9 and TPT1 inh -1.
`COc1ccc(/C=N/NC(=O)c2nnn(-c3nonc3N)c2-c2cccs2)c(OC)c1` gave GASC-1 inh -5, core dimer inh -3, PP5 primary 3.1, Fh CTSL1 inh 5, PP1 inh 2, ZTA DNA inh -15, Yeast superoxide 85, EBNA-1 inhibitor -7 and TPT1 inh -2.
Screening Cc1cc(C(=O)C(=O)O)c(C)n1-c1ccc(Cl)c(Cl)c1 returned GASC-1 inh -1, core dimer inh 3, PP5 primary -1.2, Fh CTSL1 inh -3, PP1 inh -3, ZTA DNA inh 0, Yeast superoxide 107, EBNA-1 inhibitor -1 and TPT1 inh -5.
CCc1noc(C)c1C(=O)Nc1ccc(S(=O)(=O)N2CCC(C)CC2)cc1 was read as GASC-1 inh 3, core dimer inh 6, PP5 primary 0.8, Fh CTSL1 inh 1, PP1 inh -8, ZTA DNA inh -4, Yeast superoxide 105, EBNA-1 inhibitor 1 and TPT1 inh 0.
Screening O=C(COc1ncnc2sccc12)Nc1ccc2c(c1)OCCO2 returned GASC-1 inh 3, core dimer inh 11, PP5 primary 1.0, Fh CTSL1 inh 1, PP1 inh -2, ZTA DNA inh -11, Yeast superoxide 91, EBNA-1 inhibitor -8 and TPT1 inh 4.
`O=C(CNC(=O)c1ccc(Cl)cc1Cl)Nc1ccc(F)cc1` gave GASC-1 inh -6, core dimer inh -1, PP5 primary -2.7, Fh CTSL1 inh -2, PP1 inh -2, ZTA DNA inh 7, Yeast superoxide 104, EBNA-1 inhibitor 2 and TPT1 inh -2.
For CCOc1ccc(S(=O)(=O)N(C)CC(=O)NCc2ccco2)cc1 the results were GASC-1 inh 5, core dimer inh -9, PP5 primary -0.3, Fh CTSL1 inh 10, PP1 inh 8, ZTA DNA inh -19, Yeast superoxide 95, EBNA-1 inhibitor -5 and TPT1 inh 0.
For C=CCn1c(C)cc(-c2csc(N)n2)c1C the results were GASC-1 inh -2, core dimer inh -1, PP5 primary 0.0, Fh CTSL1 inh -3, PP1 inh 15, ZTA DNA inh -2, Yeast superoxide 105, EBNA-1 inhibitor 4 and TPT1 inh 6.
`Cc1ccc(C(=O)NCc2occc2C(=O)O)o1` gave GASC-1 inh -13, core dimer inh 1, PP5 primary 2.1, Fh CTSL1 inh -2, PP1 inh -3, ZTA DNA inh -11, Yeast superoxide 106, EBNA-1 inhibitor -11 and TPT1 inh -4.
`O=C(NCc1ccco1)c1ccc2c(=O)n(CCC3=CCCCC3)c(=O)[nH]c2c1` gave GASC-1 inh 12, core dimer inh 9, PP5 primary -1.9, Fh CTSL1 inh -1, PP1 inh 10, ZTA DNA inh 9, Yeast superoxide 98, EBNA-1 inhibitor 0 and TPT1 inh 4.
Screening Cc1cc(C)nc(N/N=C/c2c[nH]c3ccccc23)n1 returned GASC-1 inh 5, core dimer inh -17, PP5 primary -0.1, Fh CTSL1 inh 3, PP1 inh -1, ZTA DNA inh 2, Yeast superoxide 92, EBNA-1 inhibitor -1 and TPT1 inh -4.
For CN(CCNC(=O)C1CCCN(c2ncnc3c2nc2n3CCCCC2)C1)Cc1ccccc1 (centres undefined) the results were GASC-1 inh -1, core dimer inh -3, PP5 primary 0.1, Fh CTSL1 inh 2, PP1 inh 6, ZTA DNA inh 1, Yeast superoxide 90, EBNA-1 inhibitor 5 and TPT1 inh -3.
For COc1ccc(NS(=O)(=O)c2cccc(C(=O)Nc3cccc(C(=O)O)c3)c2)cc1 the results were GASC-1 inh 2, core dimer inh -124, PP5 primary 1.0, Fh CTSL1 inh 2, PP1 inh -1, ZTA DNA inh -8, Yeast superoxide 116, EBNA-1 inhibitor -1 and TPT1 inh 3.
`COc1cc(NC(=O)CSc2nc(C)cs2)cc(OC)c1` gave GASC-1 inh -5, core dimer inh -4, PP5 primary -2.4, Fh CTSL1 inh -2, PP1 inh 1, ZTA DNA inh -4, Yeast superoxide 123, EBNA-1 inhibitor -20 and TPT1 inh -3.
COc1ccccc1CNC(=O)COc1ccc(C)cc1 was read as GASC-1 inh 3, core dimer inh 2, PP5 primary -1.0, Fh CTSL1 inh -1, PP1 inh -3, ZTA DNA inh 6, Yeast superoxide 97, EBNA-1 inhibitor 6 and TPT1 inh -2.
For CCOC(=O)C(C)c1ccc2cc(OC)ccc2c1 (centres undefined) the results were GASC-1 inh -2, core dimer inh 0, PP5 primary 0.6, Fh CTSL1 inh -1, PP1 inh -2, ZTA DNA inh 0, Yeast superoxide 91, EBNA-1 inhibitor 12 and TPT1 inh 1.
Screening CCC(CC)c1nnc(NC(=O)Oc2ccccc2)s1 returned GASC-1 inh 9, core dimer inh 2, PP5 primary 4.2, Fh CTSL1 inh 13, PP1 inh 1, ZTA DNA inh -11, Yeast superoxide 84, EBNA-1 inhibitor -9 and TPT1 inh -2.
For Cc1ccc(S(=O)(=O)N2[C@@H](c3cccc(Cl)c3)C(C(=O)O)=CC[C@H]2c2cccc(C)c2)cc1 the results were GASC-1 inh 0, core dimer inh 12, PP5 primary 1.8, Fh CTSL1 inh 5, PP1 inh 14, ZTA DNA inh 12, Yeast superoxide 94, EBNA-1 inhibitor 3 and TPT1 inh 1.
For CN(Cc1ccccc1F)C(=O)CCNC(=O)c1ccc(C(C)(C)C)cc1 the results were GASC-1 inh -9, PP5 primary 1.7, PP1 inh -2, ZTA DNA inh -1 and Yeast superoxide 103.
Cc1ccc(C)c(-n2c(N)c(C(N)=O)sc2=S)c1 was read as GASC-1 inh inconclusive, core dimer inh 7, PP5 primary 1.4, Fh CTSL1 inh 10, PP1 inh -3, ZTA DNA inh 14, Yeast superoxide 113, EBNA-1 inhibitor -2 and TPT1 inh -2.
Screening O=C(Nc1ccc(O)cc1C(=O)O)c1cccc(Br)c1 returned GASC-1 inh -5, core dimer inh 2, PP5 primary 2.2, Fh CTSL1 inh 1, PP1 inh 0, ZTA DNA inh 15, Yeast superoxide 109, EBNA-1 inhibitor -8 and TPT1 inh -7.
COc1ccc(CN2CCN(Cc3ccc(CO)o3)CC2CCO)cc1C (centres undefined) was read as GASC-1 inh -4, core dimer inh 8, PP5 primary -0.5, Fh CTSL1 inh 5, PP1 inh -5, ZTA DNA inh 17, Yeast superoxide 105, EBNA-1 inhibitor -2 and TPT1 inh -1.
For COc1cc(Cl)c(C)cc1NC(=O)Cc1cccs1 the results were GASC-1 inh 3, core dimer inh 9, PP5 primary 0.0, Fh CTSL1 inh 0, PP1 inh 5, ZTA DNA inh -2, Yeast superoxide 86, EBNA-1 inhibitor 9 and TPT1 inh 3.
`Cc1cc(C)c2[nH]c(=O)c(C(c3nnnn3CC3CCCO3)N3CCCC(C)C3)cc2c1` (centres undefined) gave GASC-1 inh 3, core dimer inh 1, PP5 primary 1.1, Fh CTSL1 inh 4, PP1 inh -5, ZTA DNA inh 4, Yeast superoxide 101, EBNA-1 inhibitor 13 and TPT1 inh 4.
`CN(c1ccccc1)S(=O)(=O)c1ccc(C(=O)NCc2cccs2)cc1` gave GASC-1 inh -18, core dimer inh -2, PP5 primary 4.4, Fh CTSL1 inh -4, PP1 inh -1, ZTA DNA inh -19, Yeast superoxide 88, EBNA-1 inhibitor -3 and TPT1 inh -2.
`S=c1nc(C2CCCCC2)[nH][nH]1` gave GASC-1 inh -3, core dimer inh 2, PP5 primary 0.2, Fh CTSL1 inh 2, PP1 inh -3, ZTA DNA inh 6, Yeast superoxide 101, EBNA-1 inhibitor 0 and TPT1 inh 0.
For COc1ccccc1Oc1cc(F)nc(N)n1 the results were GASC-1 inh -1, core dimer inh -1, PP5 primary -1.6, Fh CTSL1 inh -6, PP1 inh -5, ZTA DNA inh -7, Yeast superoxide 100, EBNA-1 inhibitor 9 and TPT1 inh -2.
`Cc1ccccc1-c1nc(CN2CCC(C(=O)NCCCN3CC(C)CC(C)C3)CC2)c(C)o1` (centres undefined) gave GASC-1 inh -1&0, core dimer inh 4, PP5 primary 1.1, Fh CTSL1 inh 0, PP1 inh 0, ZTA DNA inh 8, Yeast superoxide 98, EBNA-1 inhibitor 7 and TPT1 inh -1.
Screening COC(=O)c1ccc(/C=N/OCC(=O)NCCc2ccc(OC)c(OC)c2)cc1 returned GASC-1 inh 2, core dimer inh -2, PP5 primary -1.4, Fh CTSL1 inh -3, PP1 inh -2, ZTA DNA inh -24, Yeast superoxide 106, EBNA-1 inhibitor 0 and TPT1 inh -2.
Screening Cc1cc(=O)oc2c(C)c(OCC(=O)NC3CC(C)(C)NC(C)(C)C3)ccc12 returned GASC-1 inh -2, core dimer inh -3, PP5 primary -0.2, Fh CTSL1 inh 0, PP1 inh 1, ZTA DNA inh -2, Yeast superoxide 95, EBNA-1 inhibitor -4 and TPT1 inh -2.

Random excerpt: two compounds from above
`COc1ccc(CNc2nc(-c3cccnc3)nn2C(=O)CC(C)C)cc1` gave GASC-1 inh 5, core dimer inh 2, PP5 primary 1.1, Fh CTSL1 inh 2, PP1 inh 1, ZTA DNA inh 12, Yeast superoxide 90, EBNA-1 inhibitor -10 and TPT1 inh 0.
`Cc1cc(C)c2[nH]c(=O)c(C(c3nnnn3CC3CCCO3)N3CCCC(C)C3)cc2c1` (centres undefined) gave GASC-1 inh 3, core dimer inh 1, PP5 primary 1.1, Fh CTSL1 inh 4, PP1 inh -5, ZTA DNA inh 4, Yeast superoxide 101, EBNA-1 inhibitor 13 and TPT1 inh 4.
